Akt phos inh: Akt phosphorylation inhibition | AID 651550 | Neuro2A IGF-stimulated pAkt S473 HTRF, 20 min; hits give low values | 0.32% of 360,000 active | activity change, % for hits at 50 µM; in the data active means activity change below about -80%; inconclusive means mostly about -51% to -80%; further: on the % scale 0 is the no-effect control and ±100 the full control effect
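Neuro2A cells in DMEM with 0.5% FBS, overnight at 37 deg C, given compound at single 50 µM final, then IGF (6 nM final) for 20 min at 37 deg C. Lysed; phospho-Akt Ser473 by HTRF after 24 h, 665/615 ratio.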
FUS yeast rescue: suppressors of FUS proteinopathy in yeast | S. cerevisiae FUS-expressing, growth rescue, OD600, 24 h | Potency, µM (titrated, usually from 76.6 µM), for the others: top-dose growth rescue (activation), actives largely listed as activators | 0.24% of 390,000 active;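 further: potency means the concentration at half of the fitted maximal effect; plate controls were DMSO vehicle for no effect and reference control for full effect; nearly all actives have a fitted effect of over 55% in size; some results filed as inactive show a strong effect at the top dose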
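Yeast expressing FUS under galactose induction, OD 0.005 in 2% galactose medium; compounds in a dilution series, 24 h at 30C. Growth rescue by absorbance at 600 nm; CP55940 positive control, DMSO negative.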
TDP-43 yeast inh: rescues yeast growth from TDP-43 toxicity; TDP-43 expressing yeast growth rescue, BacTiter-Glo, 24 h; Potency, µM (titrated, usually from 46.1 µM), for inactives: top-dose growth rescue (activation), actives largely listed as activators; 1.8% of 410,000 active; AID 652104; further: potency means the concentration at half of the fitted maximal effect; % of control where 0% means no effect; nearly all actives have a fitted effect of over 50% in size
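Luminescence from BacTiter-Glo reports growth of TDP-43-expressing yeast after 24 hr at 30 deg C with compound. Cells were raffinose-pregrown to mid-log, then seeded in galactose medium at OD600=0.02.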
DRD3 antagonist: antagonists of human D3 dopamine receptor. D3R cells, DiscoveRx beta-arrestin luminescence, antagonist mode; hits give low values. max response, negative = inhibition, %. 2.5% of 360,000 active. AID 652054; in the data active means max response below about -50%; inconclusive means no clear call, values can overlap the other calls; further: on the % scale 0 is the no-effect control and ±100 the full control effect; mostly tested at two doses, the higher about 12 µM
Target sequence (P35462 whole entry, looked up): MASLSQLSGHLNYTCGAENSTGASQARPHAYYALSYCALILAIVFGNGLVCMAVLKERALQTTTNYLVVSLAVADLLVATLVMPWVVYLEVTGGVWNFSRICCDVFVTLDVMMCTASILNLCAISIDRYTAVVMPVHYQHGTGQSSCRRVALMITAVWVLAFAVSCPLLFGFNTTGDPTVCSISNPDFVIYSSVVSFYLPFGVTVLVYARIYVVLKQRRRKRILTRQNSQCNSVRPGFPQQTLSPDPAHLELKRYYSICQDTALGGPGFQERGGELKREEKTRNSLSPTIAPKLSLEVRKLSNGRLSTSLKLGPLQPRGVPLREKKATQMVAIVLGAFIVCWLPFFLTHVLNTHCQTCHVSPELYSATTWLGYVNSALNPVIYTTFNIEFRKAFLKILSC
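Cells plated overnight at 1500 cells/well, then exposed to library compounds with dopamine controls for 90 minutes at 37 degrees C. DiscoveRx reagent added for 30–60 minutes at room temperature; luminescence read, quantitative HTS format.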
PTHR1 agonist: activates the human parathyroid hormone receptor PTHR1; Q03431; Potency, µM (doses to about 115 µM), inactives show top-dose activation, usual class: activators; AID 743266; HEK293 GP2 PTHR1 cells, GloSensor cAMP luminescence, 1 h; 0.075% of 410,000 active; further: potency means the concentration at half of the fitted maximal effect; nearly all actives have a fitted effect of over 55% in size; some results filed as inactive show a strong effect at the top dose; inactives centre near -15; many of its hits are not listed in these tables
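HEK-293-derived GP2 cells expressing PTHR1 and a GloSensor cAMP reporter, 3,000/well, plated overnight, given luciferin plus IBMX (each 0.5 mM as added) for 1 h at 37 °C, then compound for 1 h at 37 °C. Luminescence was read after 15 min at room temperature.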
Abeta rescue: compounds reversing amyloid beta toxicity in yeast; yeast expressing A-beta42, growth rescue, OD600, 48 h; response scale: 0% DMSO, 100% iron-clioquinol control; Potency, µM (doses to about 46.1 µM), without a hit: at the highest dose growth rescue, hits mostly activators; 0.063% of 410,000 active; AID 1347071; further: potency means the concentration at half of the fitted maximal effect; nearly all actives have a fitted effect of over 55% in size
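Yeast growth medium received pinned compounds, then yeast cells expressing toxic A-beta were added; plates incubated at 30 C for 48 hr. Growth read as absorbance at 600 nm, normalized to DMSO and equimolar FeCl3 plus clioquinol controls.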
aSyn yeast inh: inhibitors of alpha-synuclein toxicity in yeast | Yeast expressing alpha-synuclein, growth rescue, BacTiter-Glo, 24 h | Potency, µM (doses to about 46.1 µM), for the others: at the highest dose growth rescue (activation), usual class: activators | 0.14% of 370,000 active; further: potency means the concentration at half of the fitted maximal effect; % of control where 0% means no effect; nearly all actives have a fitted effect of over 65% in size
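Screening used galactose-induced yeast with toxic alpha-synuclein levels, exposed to compound for 24 hr at 30 deg C. Cell growth, read with BacTiter-Glo luminescence, gave the measured signal.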
GLP1R inv ag: GLP-1 receptor (human) inverse agonism; P43220; HEK293 GLP-1R CRE-luciferase, luminescence, 24 h; GLP-1R form is constitutively active; Potency, µM (titrated, usually from 38.3 µM), without a hit: at the top dose activity change, negative = inhibition, actives largely listed as inhibitors; 1.6% of 410,000 active; AID 624417; further: potency means the concentration at half of the fitted maximal effect; on the % scale 0 is the no-effect control and ±100 the full control effect; nearly all actives have a fitted effect of over 55% in size
Target sequence (P43220 whole entry, looked up): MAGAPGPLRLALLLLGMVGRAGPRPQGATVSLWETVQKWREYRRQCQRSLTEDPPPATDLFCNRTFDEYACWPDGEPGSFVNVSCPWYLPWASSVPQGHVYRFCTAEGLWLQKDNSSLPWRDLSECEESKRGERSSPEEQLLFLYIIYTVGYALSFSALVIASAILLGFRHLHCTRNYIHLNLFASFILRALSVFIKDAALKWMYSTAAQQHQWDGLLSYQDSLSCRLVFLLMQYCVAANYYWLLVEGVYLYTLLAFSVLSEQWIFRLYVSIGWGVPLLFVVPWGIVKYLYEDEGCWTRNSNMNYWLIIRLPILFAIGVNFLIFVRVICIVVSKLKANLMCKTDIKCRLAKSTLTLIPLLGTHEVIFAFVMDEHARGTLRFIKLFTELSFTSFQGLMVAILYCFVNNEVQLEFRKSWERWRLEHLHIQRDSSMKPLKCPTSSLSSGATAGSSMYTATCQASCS
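Inverse agonism was detected as reduced cAMP-driven luciferase luminescence after 24 h compound treatment. The cells were HEK293 clones expressing constitutively active human GLP-1R with the reporter. Reporter-only and GPR119 cell lines served as counterscreen controls.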
GLP-1R agonist: agonists of human GLP-1 receptor; AID 624172; HEK293 GLP-1R CRE-luciferase, luminescence, 4-6 h; cells express a hypersensitive GLP-1R form; Potency, µM (highest dose often 45.6 µM), for inactives: top-dose activation, hits mostly activators; P43220; 0.007% of 380,000 active; further: potency means the concentration at half of the fitted maximal effect; % of control where 0% means no effect
Numbers without * were called inactive; i = inactive; u = inconclusive; x = not tested or not shown; [ ] = another dose, or the depositor's remark. Unless noted, the call rests on the fitted dose curve; in most records, active means well fitted curve in the direction sought with a large enough effect; inconclusive means small, poorly fitted or top-dose-only effect, or another doubt; inactive means no such curve, though single readings can be large; an effect the other way counts as inactive or inconclusive.

SMILES	Akt phos inh	FUS yeast rescue	TDP-43 yeast inh	DRD3 antagonist	PTHR1 agonist	Abeta rescue	aSyn yeast inh	GLP1R inv ag	GLP-1R agonist
O=C(O)CCCn1nc(C(F)(F)F)c2c1CCCCC2	i	7.1%	10.3%	-5.5	i	-15.0%	6.9%	2.4%	0.8%
Cc1c(NC(=O)CSc2nnc3sc4ccccc4n23)c(=O)n(-c2ccccc2)n1C	i	-8.6%	-14.6%	-8.8	-24.7%	1.3%	-4.5%	4.8%	-4.6%
CCOC(=O)C1=C(O)C(=O)C(C(=O)OCC)C1 (stereo unspecified)	i	x	-5.0%	0.0	i	6.7%	14.3%	11.9%	-0.9%
COc1ccc(CN2CCNC(=O)C2CC(=O)O)cc1OC (stereo unspecified)	i	-14.6%	15.9%	5.8	i	-12.0%	2.7%	0.1%	1.2%
Oc1ccc(-c2nccs2)cc1	i	16.8%	-16.5%	-16.6	i	-15.2%	-4.4%	25.6%	7.3%
CNC(=O)c1nnn(-c2ccccc2)c1C(=O)NC	i	-8.9%	-19.8%	0.0	-10.8%	6.9%	-16.7%	17.3%	-2.9%
COc1ccc(/C=C/C(=O)Nc2cccc(F)c2)cc1S(=O)(=O)N1CCOCC1	i	7.3%	x	-3.5	-27.7%	6.5%	-1.8%	u	6.7%
O=C(NC1CCCCC1)C1CCN(S(=O)(=O)N2CCCCCC2)CC1	x	17.3%	-2.6%	-7.3	i	1.9%	-6.2%	0.0%	-7.2%
Cc1ccc(S(=O)(=O)/N=C(\N)Nc2nc(C)c3cc(C)c(C)cc3n2)cc1	i	30.8%	-24.6%	-8.5	i	9.6%	13.6%	0.0%	0.3%
COC(=O)C1=C(N)Oc2cc(C)n(Cc3cccnc3)c(=O)c2C1c1ccc(OC)c(OC)c1 (stereo unspecified)	i	x	3.0%	1.1	i	9.0%	-17.4%	0.0%	17.3%
CCOc1ccccc1NC(=O)C(CC)n1c(C(=O)OC)cc2occc21 (stereo unspecified)	x	26.5%	-14.4%	x	i	5.3%	x	u	x
Cc1ccccc1OCC(=O)Nc1nnc(S(=O)(=O)N2CCCCCC2)s1	x	-21.1%	13.7%	x	-33.8%[inhibitor]	-16.2%	x	-7.7%	x
CCCCn1nc(CC(=O)O)c2ccccc2c1=O	i	30.1%	0.5%	21.2	9.2%[57.5 µM]	-13.1%	2.2%	0.0%	7.0%
COc1cc(OC)cc(C(=O)N2CCN(C(=O)COc3ccccc3)CC2)c1	x	7.2%	0.0%	x	i	-0.5%	-7.0%	16.1%	2.9%
Cc1ccc(NC(=O)NC2CCCCC2)cc1S(=O)(=O)N1CCOCC1	i	14.8%	13.9%	-9.8	-35.2%	5.4%	-0.6%	5.4%	-7.3%
O=C(OCc1ccccc1F)c1cc(S(=O)(=O)N2CCCCC2)ccc1N1CCOCC1	i	23.2%	10.0%	22.5	-20.5%	1.8%	0.2%	u	-4.0%
CCOc1ccccc1N(CC(=O)NCCc1ccccc1)C(=O)CCC(=O)Nc1ccccn1	i	20.7%	-7.0%	18.1	-2.8%	10.6%	0.1%	3.0%	18.8%
Cc1ccc(NC(=O)c2ccc(CNS(=O)(=O)c3cccc(C(F)(F)F)c3)cc2)cc1	i	2.3%	11.5%	-1.7	i	23.1%	1.4%	-21.4%	-24.5%
Cc1ccc2c(C)c(C(=O)N3CCN(C4CCS(=O)(=O)C4)CC3)oc2c1C (stereo unspecified)	i	10.0%	5.0%	0.9	i	-3.8%	1.5%	11.5%	5.5%
CS(=O)(=O)N1CCc2cc(S(=O)(=O)N3CCN(Cc4ccc5c(c4)OCO5)CC3)ccc21	i	7.3%	-13.8%	13.5	5.1%[57.5 µM]	15.1%	-2.3%	55.8%[activator]	-0.4%
CCOC(=O)NC1(Nc2ccc(C)cc2)Oc2ccccc2O1	i	x	-0.5%	12.6	-47.1%	1.7%	4.3%	92.1%[activator]	-6.7%
COc1cc2nc(C3CCC3)nc(N3CCN(c4ccccc4OC)CC3)c2cc1OC	i	x	17.5%	51.9	-29.1%	6.2%	5.3%	u	-39.6%[inhibitor]
COc1ccc2[nH]c3c(c2c1)CCNC3C1CC=C(C)CC1 (stereo unspecified)	i	-18.5%	13.8%	-0.1	-13.5%	23.6%	4.4%	u	8.8%
CN(C)S(=O)(=O)c1ccc(C(=O)NCCS(=O)(=O)N2CCN(c3ccccc3)CC2)cc1	x	-3.3%	12.3%	x	i	-7.4%	x	-12.8%	x
Cc1ccc2[nH]c3nc(NN)nnc3c2c1	i	14.7%	3.0%	-26.1	-12.8%	3.2%	-9.1%	21.2%	0.5%

3 compounds out of the list above, ordered by the number in GLP-1R agonist, low to high:
smiles | Akt phos inh | FUS yeast rescue | DRD3 antagonist | PTHR1 agonist | GLP-1R agonist
O=C(NC1CCCCC1)C1CCN(S(=O)(=O)N2CCCCCC2)CC1 | x | 17.3% | -7.3 | i | -7.2%
COc1cc(OC)cc(C(=O)N2CCN(C(=O)COc3ccccc3)CC2)c1 | x | 7.2% | x | i | 2.9%
COc1ccc(/C=C/C(=O)Nc2cccc(F)c2)cc1S(=O)(=O)N1CCOCC1 | i | 7.3% | -3.5 | -27.7% | 6.7%

New compounds follow:
SMILES	Akt phos inh	FUS yeast rescue	TDP-43 yeast inh	DRD3 antagonist	PTHR1 agonist	Abeta rescue	aSyn yeast inh	GLP1R inv ag	GLP-1R agonist
COc1ccc(C2c3c(n(C)c4ccccc34)C(=O)N2CC(=O)Nc2ccccc2Cl)cc1 (stereo unspecified)	x	u	2.4%	x	21.9%	-0.7%	x	u	x
Cc1c(NC(=O)C2CCCN2S(=O)(=O)c2ccc(Cl)cc2)c(=O)n(-c2ccccc2)n1C (stereo unspecified)	i	u	-14.7%	-16.8	i	-16.3%	-10.2%	-24.4%	2.8%
CCc1cc(=O)oc2cc(C)cc(OC(C)C(=O)O)c12 (stereo unspecified)	i	28.2%	-2.2%	14.2	i	0.0%	-4.0%	0.0%	0.0%
COc1ccc(C2CC(=O)n3c(nc4ccccc43)S2)cc1OC (stereo unspecified)	i	-20.1%	-3.8%	-3.8	-12.9%[57.5 µM]	-7.9%	3.2%	18.0%	-3.2%
Cc1ccc(S(=O)(=O)N2CCN(C(=O)N3CCOCC3)C2C(C)C)cc1 (stereo unspecified)	i	-3.8%	12.1%	14.7	i	12.8%	-1.2%	-8.3%	-11.3%
CN1C(=O)CSc2ccc(NC(=O)N3CCN(c4ccccc4)CC3)cc21	i	30.7%	-3.6%	-0.7	-26.1%	-10.8%	5.6%	-14.6%	-1.5%
Cc1ccc(N(C)S(=O)(=O)c2cccc(C(=O)N(C)Cc3cnn(-c4ccccc4)c3)c2)cc1	i	34.8%	0.0%	20.2	-39.1%[inhibitor]	2.7%	3.4%	u	15.9%
Cc1cc(C(=O)NC2=NCCS2)c2ccccc2n1	i	-42.4%	0.0%	5.6	u	-1.7%	-1.9%	5.4%	-3.6%
CCCN(CC(=O)Nc1ccccc1OC)C(=O)c1ccc(COc2ccccc2)o1	i	u	11.2µM*	22.9	-15.6%	10.0%	0.9%	u	11.9%
O=C(N/C(=C/c1ccccc1F)C(=O)N1CCCCC1)c1ccccc1	i	-3.0%	17.6%	-5.9	i	-3.8%	1.4%	-29.6%	3.7%
COc1ccc(C2c3[nH]c4ccccc4c3C[C@H]3C(=O)N(CC(C)C)CC(=O)N23)c(OC)c1 (stereo partly specified)	i	15.9%	11.8%	-19.4	i	27.0%	0.8%	u	7.7%
O=c1c2ccccc2nc(/C=C/c2cccnc2)n1CCc1ccccc1	i	18.7%	u	-6.1	-14.3%	-33.3%[inhibitor]	23.4%	u	13.7%
O=C(CN1CCOCC1)N1CCOCC1	i	-16.6%	-29.8%	-1.1	-24.7%	-2.5%	-6.1%	2.6%	6.1%
Cc1cccc(OCC(=O)OCC(=O)N(CC(C)C)c2c(N)n(Cc3ccccc3)c(=O)[nH]c2=O)c1C	i	42.5%	-28.3%	8.4	22.4%	5.7%	-3.7%	-0.7%	-0.5%
COc1ccc(CN(C(=O)c2ccco2)C2CC(C)N(C)CC2C)cc1 (stereo unspecified)	i	-4.5%	1.8%	-8.4	i	8.8%	-13.6%	2.9%	4.4%
Cc1cccc(NC(=S)Nc2ccccn2)c1	i	0.7%	25.0%	-16.9	-14.7%	4.9%	1.7%	11.2µM*	25.4%
CC(C)CN(CCCNC(=O)c1cc(=O)[nH]c2ccc(S(=O)(=O)N3CCCC3)cc12)CC(C)C	x	13.5%	16.5%	x	24.7%	-5.1%	x	5.1%	x
CCc1ccccc1NC(=O)C1CCCN(S(=O)(=O)c2cccc3nsnc23)C1 (stereo unspecified)	x	-9.2%	30.6%	x	-0.3%	7.0%	x	-13.5%	-3.0%
Cc1ccc(-n2c(=O)c3c(n4cnnc24)-c2ccccc2CC32CCCCC2)cc1	i	10.1%	28.0%	8.8	-1.5%	-9.0%	3.6%	u	2.9%

Compounds from the list above that contain a furan ring, fused or not, in the order listed:
SMILES	Akt phos inh	FUS yeast rescue	TDP-43 yeast inh	DRD3 antagonist	PTHR1 agonist	Abeta rescue	aSyn yeast inh	GLP1R inv ag	GLP-1R agonist
CCOc1ccccc1NC(=O)C(CC)n1c(C(=O)OC)cc2occc21 (stereo unspecified)	x	26.5%	-14.4%	x	i	5.3%	x	u	x
Cc1ccc2c(C)c(C(=O)N3CCN(C4CCS(=O)(=O)C4)CC3)oc2c1C (stereo unspecified)	i	10.0%	5.0%	0.9	i	-3.8%	1.5%	11.5%	5.5%
CCCN(CC(=O)Nc1ccccc1OC)C(=O)c1ccc(COc2ccccc2)o1	i	u	11.2µM*	22.9	-15.6%	10.0%	0.9%	u	11.9%
COc1ccc(CN(C(=O)c2ccco2)C2CC(C)N(C)CC2C)cc1 (stereo unspecified)	i	-4.5%	1.8%	-8.4	i	8.8%	-13.6%	2.9%	4.4%

Not all compounds are listed. The share of hits here may be higher or lower than overall.
